From PubChem BioAssay
aSyn rescue: inhibitors of alpha-synuclein toxicity in yeast; AID 652106; hit rate 0.14% among 370,000; Potency, µM (series often up to 46.1 µM), for inactives: at the top dose growth rescue (activation), hits mostly activators; Yeast expressing alpha-synuclein, growth rescue, BacTiter-Glo, 24 h; further: % of control where 0% means no effect; nearly all actives have a fitted effect of over 65% in size
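Rescue of yeast growth: cells expressing toxic alpha-synuclein, induced in galactose at OD600 0.02, incubated with compound 24 h at 30 C. ATP luminescence quantified growth; inhibitors of toxicity appear as activators.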
EPAC1 antag: antagonists of human EPAC1. O95398. EPAC1 GEF assay, Rap1b-BODIPY-GDP exchange fluorescence. Potency, µM (highest dose often 115 µM), inactives show at the highest dose activity change, negative = inhibition, most hits filed as inhibitors. hit rate 0.14% among 360,000. AID 720709;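 further: plate controls were vehicle for no effect and positive control for full effect; nearly all actives have a fitted effect of over 50% in size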
Target sequence (O95398 whole entry, looked up): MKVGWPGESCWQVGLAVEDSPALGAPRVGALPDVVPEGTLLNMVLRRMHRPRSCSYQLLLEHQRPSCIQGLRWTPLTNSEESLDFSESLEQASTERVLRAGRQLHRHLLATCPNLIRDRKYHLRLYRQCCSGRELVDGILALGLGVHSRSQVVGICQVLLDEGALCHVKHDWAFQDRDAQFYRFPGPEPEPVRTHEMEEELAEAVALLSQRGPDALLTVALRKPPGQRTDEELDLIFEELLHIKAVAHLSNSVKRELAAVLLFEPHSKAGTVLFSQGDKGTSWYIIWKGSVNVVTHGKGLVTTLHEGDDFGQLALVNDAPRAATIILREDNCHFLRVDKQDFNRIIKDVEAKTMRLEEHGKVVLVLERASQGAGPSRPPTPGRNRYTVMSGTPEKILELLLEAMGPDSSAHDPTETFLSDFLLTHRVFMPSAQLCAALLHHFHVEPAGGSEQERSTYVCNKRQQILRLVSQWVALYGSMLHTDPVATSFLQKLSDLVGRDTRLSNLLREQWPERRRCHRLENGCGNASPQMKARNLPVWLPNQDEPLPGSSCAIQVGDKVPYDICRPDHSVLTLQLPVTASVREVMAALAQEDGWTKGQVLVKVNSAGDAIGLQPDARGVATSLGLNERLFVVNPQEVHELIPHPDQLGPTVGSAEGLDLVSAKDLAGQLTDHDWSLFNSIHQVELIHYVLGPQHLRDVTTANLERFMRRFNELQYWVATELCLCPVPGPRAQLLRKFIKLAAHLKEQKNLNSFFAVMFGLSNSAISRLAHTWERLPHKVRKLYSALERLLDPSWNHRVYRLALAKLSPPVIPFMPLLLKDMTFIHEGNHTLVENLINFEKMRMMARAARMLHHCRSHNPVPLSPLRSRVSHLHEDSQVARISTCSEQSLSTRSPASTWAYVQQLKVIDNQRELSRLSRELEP
TDP43 rescue: inhibitors of TDP-43 toxicity in yeast | AID 652104 | hit rate 1.8% among 410,000 | Potency, µM (titrated, usually from 46.1 µM), inactives show top-dose growth rescue (activation), hits mostly activators | TDP-43 expressing yeast growth rescue, BacTiter-Glo, 24 h; further: % of control where 0% means no effect; nearly all actives have a fitted effect of over 50% in size
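Yeast expressing TDP-43 (pregrown in raffinose, seeded at OD600=0.02 in galactose medium) exposed to compounds 24 hr at 30 deg C. Growth read by BacTiter-Glo luminescence; rescue of toxicity appears as increased signal.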
FUS yeast rescue: suppressors of FUS proteinopathy in yeast | hit rate 0.24% among 390,000 | Potency, µM (doses to about 76.6 µM), without a hit: top-dose growth rescue (activation), most hits filed as activators | AID 1347120 | S. cerevisiae FUS-expressing, growth rescue, OD600, 24 h;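 further: plate controls were DMSO vehicle for no effect and reference control for full effect; nearly all actives have a fitted effect of over 55% in size; some results filed as inactive show a strong effect at the top dose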
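Yeast expressing FUS under galactose induction, OD 0.005 in 2% galactose medium; compounds in a dilution series, 24 h at 30C. Growth rescue by absorbance at 600 nm; CP55940 positive control, DMSO negative.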
EPAC1 agonist: EPAC1 (human) agonism | O95398 | EPAC1 agonist qHTS, biochemical assay; response scale: 100% = response to 6.5 mM cAMP | Potency, µM (titrated, usually from 154 µM), for the others: top-dose activation, usual class: activators | hit rate 0.073% among 360,000 | AID 720707; further: nearly all actives have a fitted effect of over 60% in size
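Read-out is the fluorescence drop as BODIPY-GDP leaves Rap1B (480 nm excitation, 540 nm emission), recorded every 5 minutes over 30 minutes. Reactions held 100 nM EPAC1, 250 nM Rap1B–BODIPY-GDP and 50 uM GDP, with 6.5 mM cAMP setting full activation.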
PTHR1 agonist: PTHR1 (human) receptor agonism | Q03431 | HEK293 GP2 PTHR1 cells, GloSensor cAMP luminescence, 1 h | Potency, µM (doses to about 115 µM), inactives show top-dose activation, usual class: activators | hit rate 0.075% among 410,000 | AID 743266; further: nearly all actives have a fitted effect of over 55% in size; some results filed as inactive show a strong effect at the top dose; inactives centre near -15; many of its hits are not listed in these tables
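HEK-293-derived GP2 cells expressing PTHR1 and a GloSensor cAMP reporter, 3,000/well, plated overnight, given luciferin plus IBMX (each 0.5 mM as added) for 1 h at 37 °C, then compound for 1 h at 37 °C. Luminescence was read after 15 min at room temperature.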
EPAC2 antag: EPAC2 (human) antagonism; Potency, µM (highest dose often 114 µM), for the others: at the highest dose activity, negative = inhibition, usual class: inhibitors; AID 720708; Q8WZA2; EPAC2 GEF exchange of Rap1B-BODIPY-GDP, fluorescence; hit rate 0.18% among 360,000; further: on the % scale 0 is the no-effect control and ±100 the full control effect; nearly all actives have a fitted effect of over 45% in size; many of its hits are not listed in these tables
EPAC2 ag: EPAC2 (human) agonism; hit rate 0.079% among 360,000; EPAC2 activation, biochemical qHTS; response scale: 100% = 6.5 mM cAMP response; AID 720711; Potency, µM (top dose mostly 154 µM), without a hit: at the top dose activation, usual class: activators; further: nearly all actives have a fitted effect of over 50% in size
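Setup: EPAC2 100 nM, labeled Rap1B complex 250 nM, free GDP 50 uM. Compound titrations pinned in, brief spin, 5 min room temperature incubation. Kinetic fluorescence read over 30 min, normalized to 6.5 mM cAMP.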
The depositor's hits bear a star; i = inactive; ? = inconclusive; / = not tested or not shown; [ ] = dose if it differs, or a comment. The call rests on the fitted dose curve; in most records, active means well fitted curve in the direction sought with a large enough effect; inconclusive means small, poorly fitted or top-dose-only effect, or another doubt; inactive means no such curve, though single readings can be large; an effect the other way counts as inactive or inconclusive. Potency means the concentration at half of the fitted maximal effect. These rows are one share of the data. The share of hits here may be higher or lower than overall.

entry	canonical_smiles	aSyn rescue	EPAC1 antag	TDP43 rescue	FUS yeast rescue
1	O=C(CSc1nccn1-c1cccc(Cl)c1)NC1CCCC1	0%	4%	18%	1%
2	CNC(=O)COc1ccc(S(=O)(=O)Nc2ccc(C)cc2)cc1	1%	-8%	-9%	-21%
3	CCC(CC)CN1CCC(CN2C(=S)NC[C@@H]2[C@@H](C)CC)CC1	2%	-8%	6%	-12%
4	Cc1ccc(/C=c2\sc3nc(-c4cccnc4)nn3c2=O)cc1	-19%	-5%	-7%	/
5	COc1ccc(-c2cc(C(=O)Nc3cc(C)on3)no2)cc1OC	-1%	-22%	4%	1%
6	Cc1cc(N2CCOCC2)ccc1/C=C1\SC(=O)N(C(C)C)C1=O	6%	0%	23%	-8%
7	O=C(Nc1ccc(F)cc1F)c1sccc1SCc1cccc(C(F)(F)F)c1	1%	-14%	0%	/
8	COc1ccc2c(c1)C(=O)CC(c1ccccc1)O2 (stereo not drawn)	-2%	-8%	11%	-9%

entry	EPAC1 agonist	PTHR1 agonist	EPAC2 antag	EPAC2 ag
1	1%	-17%	5%	-5%
2	0%	i	2%	5%
3	-4%	-3%	-3%	3%
4	-2%	-22%	6%	-7%
5	-10%	-23%	-4%	2%
6	1%	-27%	-6%	11%
7	9%	-20%	-3%	4%
8	-1%	-1%	?	14%

Shown with bars between the fields: 4 of the compounds above
nr | molecule | aSyn rescue | EPAC1 antag | TDP43 rescue | FUS yeast rescue | EPAC1 agonist | PTHR1 agonist | EPAC2 antag | EPAC2 ag
1 | O=C(CSc1nccn1-c1cccc(Cl)c1)NC1CCCC1 | 0% | 4% | 18% | 1% | 1% | -17% | 5% | -5%
3 | CCC(CC)CN1CCC(CN2C(=S)NC[C@@H]2[C@@H](C)CC)CC1 | 2% | -8% | 6% | -12% | -4% | -3% | -3% | 3%
6 | Cc1cc(N2CCOCC2)ccc1/C=C1\SC(=O)N(C(C)C)C1=O | 6% | 0% | 23% | -8% | 1% | -27% | -6% | 11%
2 | CNC(=O)COc1ccc(S(=O)(=O)Nc2ccc(C)cc2)cc1 | 1% | -8% | -9% | -21% | 0% | i | 2% | 5%

Continued:
entry	canonical_smiles	aSyn rescue	EPAC1 antag	TDP43 rescue	FUS yeast rescue
9	CCn1cnc2cc(NCc3ccncc3)ccc21	3%	8%	-8%	-2%
10	Cc1nc(Cc2ccccc2)sc1CC#N	12%	-3%	8%	-4%
11	O=C1C=C(NNC(=O)c2ccncc2)CC(c2ccccc2)C1 (stereo not drawn)	5%	8%	-12%	-14%
12	Nc1c(Cl)cc(NC(=O)c2ccccc2C(=O)O)cc1Br	1%	?	11%	20%
13	CN(C(=O)c1cccc(NC(=O)Cc2cccc(NC(=O)C3CCN(C(=O)C4CC4)CC3)c2)c1)C1CC1	0%	2%	3%	-8%
14	O=c1cc(O)n(-c2ccc(Cl)cc2)c(=S)[nH]1	-7%	19%	-6%	29%
15	O=C(N/N=C\c1ccc(S(=O)(=O)O)o1)c1ccc2c(c1)OCO2	1%	3%	7%	-15%
16	CCCCn1nc(NC(=O)CCC)c2cc3cc(OC)ccc3nc21	11%	-8%	?	27%

entry	EPAC1 agonist	PTHR1 agonist	EPAC2 antag	EPAC2 ag
9	-9%	-13%[57.5 µM]	10%	8%
10	9%	i	-6%	3%
11	18%	i	-7%	7%
12	4%	13%	-2%	4%
13	-14%	-10%	7%	7%
14	8%	i	24%	6%
15	13%	i	7%	8%
16	-10%	i	1%	1%

(further entries)
entry	canonical_smiles	aSyn rescue	EPAC1 antag	TDP43 rescue	FUS yeast rescue
17	COC(=O)c1ccc(C2C(C(=O)c3cc4ccccc4o3)=C(O)C(=O)N2c2cc(C)on2)cc1 (stereo not drawn)	-1%	-30%	-4%	35%
18	O=C(NNC(=O)c1ccco1)c1ccccc1	-14%	-4%	-11%	-4%
19	CCOC(=O)c1cc(NC(=O)c2ccc(C)cc2)c(=O)oc1C(F)(F)F	-1%	-4%	10%	20%
20	Cc1ccc(C2(C)NC(=O)N(CC(=O)Nc3cc(S(=O)(=O)N4CCOCC4)ccc3OC(C)C)C2=O)cc1 (stereo not drawn)	-3%	-13%	13%	?
21	COC(=O)Cc1c(O)ccn(Cc2cccc3ccccc23)c1=O	-11%	15%	-32%	22%
22	COc1cccc(CN2CCNC(=O)C2CC(=O)NCCN2CCOCC2)c1OC (stereo not drawn)	2%	5%	19%	14%
23	O=C(COc1ccccc1)N1CCN(C(=O)c2ccc([N+](=O)[O-])cc2)CC1	-1%	-13%	13%	10%
24	O=S(=O)(c1ccc(Cl)cc1)N1CCC2(CC1)OCCN2S(=O)(=O)c1cccs1	9%	-4%	1%	-6%

entry	EPAC1 agonist	PTHR1 agonist	EPAC2 antag	EPAC2 ag
17	1%	-19%	2%	-1%
18	-1%	-22%	11%	1%
19	0%	i	5%	13%
20	-2%	i	11%	-7%
21	-7%	i	11%	0%
22	5%	-15%	-2%	-5%
23	6%	-6%	6%	8%
24	-10%	-22%	17%	15%

Reformatted field by field: part of the list above.
(17) COC(=O)c1ccc(C2C(C(=O)c3cc4ccccc4o3)=C(O)C(=O)N2c2cc(C)on2)cc1 (stereo not drawn)
  aSyn rescue = -1% | EPAC1 antag = -30% | TDP43 rescue = -4% | FUS yeast rescue = 35% | EPAC1 agonist = 1% | PTHR1 agonist = -19% | EPAC2 antag = 2% | EPAC2 ag = -1%

(18) O=C(NNC(=O)c1ccco1)c1ccccc1
  aSyn rescue = -14% | EPAC1 antag = -4% | TDP43 rescue = -11% | FUS yeast rescue = -4% | EPAC1 agonist = -1% | PTHR1 agonist = -22% | EPAC2 antag = 11% | EPAC2 ag = 1%

(cont.)
entry	canonical_smiles	aSyn rescue	EPAC1 antag	TDP43 rescue	FUS yeast rescue
25	COc1cccc(CN2C(=O)C3(SCC(=O)N3c3cc(C)cc(C)c3)c3ccccc32)c1 (stereo not drawn)	0%	/	4%	?
26	COC(=O)[C@@]1(Cc2ccccc2)[C@H]2C(=O)N(Cc3ccccc3)C(=O)[C@H]2[C@H]2CN=C(SCc3ccc(C#N)cc3)N21	1%	12%	-1%	?
27	CCc1nc2ccc(C(=O)Nc3cccc(OCC(=O)N(C)C)c3)cn2c1N(C)C(=O)c1cccc(OC)c1	-1%	-1%	13%	-16%
28	CN(C)CCN1CCN(C2CN(Cc3cn(Cc4cccc(C(F)(F)F)c4)nn3)S(=O)(=O)C2)CC1 (stereo not drawn)	-2%	15%	4%	-7%
29	CCc1ccc(CNC(=O)C2CCCN(c3nn4c(=O)cc(C)nc4s3)C2)cc1 (stereo not drawn)	-3%	-2%	20%	-2%
30	Cc1ccc(Nc2ccc([N+](=O)[O-])ccc2=O)cc1	0%	-6%	1%	-9%
31	O=C(CSc1ccc(F)cc1)N1CCN(S(=O)(=O)c2ccccc2)CC1	1%	-3%	27%	-16%
32	COc1ccc2oc(C(=O)OCC(=O)Nc3ccccc3)c(C)c2c1	0%	5%	?	26%

entry	EPAC1 agonist	PTHR1 agonist	EPAC2 antag	EPAC2 ag
25	/	-4%	/	/
26	-4%	-12%	6%	7%
27	-11%	-1%	-2%	13%
28	-15%	-18%	5%	5%
29	6%	i	-15%	15%
30	-35%[inhibitor]	i	2%	-54%[inhibitor]
31	5%	-5%	0%	9%
32	-2%	i	-4%	0%

Continuation:
entry	canonical_smiles	aSyn rescue	EPAC1 antag	TDP43 rescue	FUS yeast rescue
33	CCOC(=O)C1CCCN(C(=O)COc2ccc(C(=O)c3ccccc3)cc2)C1 (stereo not drawn)	2%	3%	19%	10%
34	O=C(/C=C/c1ccccc1)NC(=S)NNS(=O)(=O)c1ccccc1	-8%	0%	-5%	9%
35	c1ccc(-c2cn(-c3ccccc3)c3[n+]2CCCS3)cc1	8%	-7%	17%	-3%
36	O=C1c2ccccc2C(=O)C1c1ccncc1	-19%	-4%	6%	3%
37	CC(=O)Nc1ccc(SCC(=O)NC(=O)c2ccc(S(=O)(=O)N(C)C)cc2)cc1	-1%	-12%	21%	18%
38	COC(=O)C1C(c2ccccc2)C(C(=O)OCc2ccco2)C1c1ccccc1 (stereo not drawn)	-25%	-8%	-26%	8%
39	CCCCN(C(=O)C1CC(=O)N(Cc2ccc(C)cc2)C1)c1c(N)n(CCCC)c(=O)[nH]c1=O (stereo not drawn)	-10%	-4%	29%	30%
40	Cc1cccc(CCNC(=O)c2nnc(Cc3ccc(Cl)cc3)o2)c1	0%	-9%	0%	-6%

entry	EPAC1 agonist	PTHR1 agonist	EPAC2 antag	EPAC2 ag
33	1%	i	-2%	-2%
34	1%	-7%	-17%	4%
35	-1%	-21%	9%	9%
36	-1%	-7%	-2%	-7%
37	2%	i	3%	-2%
38	22%	i	-16%	8%
39	5%	20%	1%	0%
40	-6%	i	5%	-2%

Later entries:
entry	canonical_smiles	aSyn rescue	EPAC1 antag	TDP43 rescue	FUS yeast rescue
41	Cc1ccc(N2C(=O)CC(NNc3nc4ccccc4s3)C2=O)cc1 (stereo not drawn)	8%	4%	19%	-4%
42	Cn1cnc(C(=O)NCc2ccccc2)c1C(=O)NCc1ccccc1	-2%	0%	-5%	20%
43	O=C(NNc1ccccc1F)c1ccccc1	8%	14%	-17%[1.82 µM]	5%
44	COc1ccc(CC(=O)OC(C)C(=O)NC2CCCCC2C)cc1 (stereo not drawn)	-1%	-2%	9%	-9%
45	CC1(C)CC(=O)C2=C(C1)NC(=O)NC2c1ccccc1 (stereo not drawn)	-10%	-4%	5%	-20%
46	CC1(c2nnc(Cc3ccccc3)o2)CC(c2ccc(OC(F)(F)F)cc2)=NO1 (stereo not drawn)	26%	-16%	29%	34%
47	COc1ccc(NC(=O)c2c(C)nn(-c3ccccc3)c2Cl)cc1	-7%	-13%	22%	-18%
48	CCOC(=O)c1[nH]c2ccc(F)cc2c1NC(=O)CN1CCN(C/C=C/c2ccccc2)CC1	3%	-5%	-4%	5%
49	O=C(Nc1c2c(nn1-c1ccccc1)CS(=O)(=O)C2)c1cc2ccccc2o1	-2%	-15%	-5%	26%
50	Cn1c2cc(C#N)sc2c2cnn(Cc3ccc(F)cc3)c(=O)c21	/	-4%	/	?
51	Cc1ccc(S(=O)(=O)N2CCOCC2)cc1NC(=O)COC(=O)CCOc1ccc(C(C)(C)C)cc1	0%	-21%	-2%	?

entry	EPAC1 agonist	PTHR1 agonist	EPAC2 antag	EPAC2 ag
41	2%	i	4%	-2%
42	0%	0%	-15%	18%
43	-1%	i	-3%	8%
44	-6%	i	1%	2%
45	-3%	i	3%	0%
46	-7%	i	-28%	2%
47	-2%	-47%[inhibitor]	-3%	-3%
48	-1%	-23%[57.5 µM]	1%[57.1 µM]	-12%
49	-15%	i	-13%	12%
50	-10%	i	8%	3%
51	?	-10%	-9%	0%
